Screens (PubChem)
RGS4 inhibitor: inhibitors of human regulator of G protein signaling 4; P49798; Transcreener GDP fluorescence polarization, RGS4-accelerated GTP hydrolysis; Potency, µM (highest dose often 114 µM), without a hit: at the highest dose activity change, negative = inhibition, actives largely listed as inhibitors; actives 0.039% (n = 390,000); AID 504845; further: potency means the concentration at half of the fitted maximal effect; on the % scale 0 is the no-effect control and ±100 the full control effect; nearly all actives have a fitted effect of over 75% in size; some results filed as inactive show a strong effect at the top dose
Target sequence (P49798 whole entry, looked up): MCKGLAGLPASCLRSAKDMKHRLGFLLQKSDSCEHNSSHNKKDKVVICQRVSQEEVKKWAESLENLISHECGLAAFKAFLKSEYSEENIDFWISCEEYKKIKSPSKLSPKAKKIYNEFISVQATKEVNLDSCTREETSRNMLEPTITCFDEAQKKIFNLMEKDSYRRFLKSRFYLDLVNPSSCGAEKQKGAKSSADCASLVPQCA
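MLSMR compounds (23 nl, pin-transferred) preincubated 10 min at room temperature with a 500nM (2x) first reagent, then RGS4 at 900nM (2x) plus Transcreener GDP mix added; fluorescence polarization (620/688 nm) read before and after 90 min at 30 °C.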
LDHA inh: LDHA (human) enzyme inhibition. P00338. purified LDHA, NADH/diaphorase-resazurin fluorescence; stronger effect = lower value. activity change, % (values are at about 110 or 230 µM). actives 0.15% (n = 480,000). AID 1347041; in the data active means activity change below about -30%; inconclusive means mostly about -25% to -30%;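 further: plate controls were DMSO wells for no effect and wells without enzyme for full effect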
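LDH5 2 nM; NADH 0.06 mM, pyruvate 0.2 mM; 200 mM Tris pH 7.4, EDTA, Tween-20; 5 min RT. Detection: diaphorase 0.133 mg/mL + resazurin 37 µM, fluorescence ex540/em590 at 0 and 20 min; normalized to enzyme-free and DMSO wells.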
Vif-A3F inh: blocks the Vif interaction with APOBEC3F | Potency, µM (top dose mostly 46.1 µM), without a hit: at the highest dose activity, negative = active | actives 0.2% (n = 390,000) | HeLa A3F-eYFP + Vif (tagged APOBEC3F with the HIV-1 protein that degrades it), YFP fluorescence increase | AID 602313; further: potency means the concentration at half of the fitted maximal effect; % of control where 0% means no effect; nearly all actives have a fitted effect of over 65% in size
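Fluorescence increase (Ex 488/Em 500-530) after overnight compound treatment at 37 deg C flags inhibition of Vif-driven A3F-eYFP loss in stable HeLa A3F-eYFP/Vif cells seeded overnight beforehand.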
D2 antag: D2 dopamine receptor (human) antagonism | P14416 | HEK293 TREx D2 cells, calcium flux, dopamine EC80 | inhibition, % at 10 µM | actives 2% (n = 340,000) | AID 485344; in the data active means inhibition above about 30%; further: 0% is about no effect
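Tetracycline-induced HEK293 TREx cells expressing D2 receptor forced-coupled to calcium signalling, loaded with no-wash calcium dye. Compounds added and calcium flux read 180 s, then dopamine added at EC80 and read a further 180 s.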
Vif-APOBEC3G blk: blocks the Vif interaction with human APOBEC3G. HeLa A3G-eYFP + Vif (tagged APOBEC3G with the HIV-1 protein that degrades it), YFP fluorescence, overnight. Potency, µM (highest dose often 46.1 µM), for inactives: top-dose activity, negative = active, hits mostly inhibitors. actives 0.076% (n = 410,000). AID 602310;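 further: potency means the concentration at half of the fitted maximal effect; on the % scale 0 is the no-effect control and ±100 the full control effect; nearly all actives have a fitted effect of over 60% in size; hits raise eYFP signal because A3G escapes Vif-driven loss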
Target sequence (Q9HC16 whole entry, looked up): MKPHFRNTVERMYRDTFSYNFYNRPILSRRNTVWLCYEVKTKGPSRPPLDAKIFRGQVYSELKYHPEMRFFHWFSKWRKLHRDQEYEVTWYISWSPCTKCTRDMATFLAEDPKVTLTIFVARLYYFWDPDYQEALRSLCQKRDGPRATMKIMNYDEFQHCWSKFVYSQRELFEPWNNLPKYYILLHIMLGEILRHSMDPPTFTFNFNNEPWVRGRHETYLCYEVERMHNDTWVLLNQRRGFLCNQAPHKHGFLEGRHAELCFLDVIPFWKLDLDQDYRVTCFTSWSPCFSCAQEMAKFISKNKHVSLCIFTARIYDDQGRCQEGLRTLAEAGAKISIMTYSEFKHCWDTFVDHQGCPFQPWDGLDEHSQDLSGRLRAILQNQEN
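Read-out is eYFP fluorescence (Ex 488/Em 500-530) from Vif-expressing HeLa A3G-eYFP cells; more signal means A3G escaped Vif-mediated degradation. Cells plated overnight, compound pinned in, incubated overnight at 37 deg C.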
D2 ag: agonists of human D2 dopamine receptor | HEK293 T-REx D2 cells, calcium flux agonist mode | activation, % at 2 µM | actives 0.53% (n = 340,000);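 active means activation over 3 SD above normal in the single-dose calcium agonist read, cut at about 30% in these data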; further: 0% is about no effect
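HEK293 Trex D2 cells, tetracycline-induced, o/n 30 C 5% CO2; no-wash Ca dye, RT 30–90 min; 10-cycle baseline, 23 nl cpd added, kinetic Ca read 180 s; agonist hits = positive Ca response.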
ERG Ets-DNA blk: inhibitors of human ERG Ets domain-DNA interaction; fluorescence polarization, His-ERG Ets domain / labelled DNA; Potency, µM (titrated, usually from 76.9 µM), for the others: at the top dose FP activity, negative = inhibition, actives largely listed as inhibitors; actives 0.028% (n = 370,000); AID 624246; active means well fitted inhibition curve with a large enough effect in the polarisation, with a control signal flat; inconclusive means small, poorly fitted or top-dose-only effect, or effect the other way, or a change in a side signal; inactive means no such curve, though single readings can be large or run the other way; the % refers to the polarisation;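 further: polarization taken with two DNA probes labelled with fluorescein and Texas red; potency means the concentration at half of the fitted maximal effect; % of control where 0% means no effect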
Target sequence (P11308 whole entry, looked up, the tested form may be a part): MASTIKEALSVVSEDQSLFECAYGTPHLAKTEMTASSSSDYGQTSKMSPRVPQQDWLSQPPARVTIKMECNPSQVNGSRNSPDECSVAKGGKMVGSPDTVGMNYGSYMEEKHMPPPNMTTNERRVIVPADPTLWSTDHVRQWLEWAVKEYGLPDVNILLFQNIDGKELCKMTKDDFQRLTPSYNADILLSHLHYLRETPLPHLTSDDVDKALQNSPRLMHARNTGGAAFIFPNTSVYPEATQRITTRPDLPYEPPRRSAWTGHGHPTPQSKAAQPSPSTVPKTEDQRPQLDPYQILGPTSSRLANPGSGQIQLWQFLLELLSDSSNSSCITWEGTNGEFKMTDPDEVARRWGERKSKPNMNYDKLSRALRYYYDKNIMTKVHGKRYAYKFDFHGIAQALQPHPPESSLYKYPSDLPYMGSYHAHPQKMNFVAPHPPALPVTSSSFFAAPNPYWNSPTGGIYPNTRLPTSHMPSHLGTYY
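His-tagged ERG Ets domain (1 uM in the protein solution; 300mM KCl, 50mM Tris-HCl, 1mM EDTA, 1mM DTT, pH 7.5) received compound, then a probe mix of 5 nM fluorescein-DNA and 100nM Texas-615-DNA. Fluorescence polarization was read for both dyes.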
ALOX12 inh: inhibitors of human 12S-lipoxygenase ALOX12; P18054; purified 12hLO, xylenol orange hydroperoxide absorbance; Potency, µM (top dose mostly 108 µM), for the others: top-dose activity change, negative = inhibition, usual class: inhibitors; actives 1.1% (n = 580,000); AID 1671190; further: potency means the concentration at half of the fitted maximal effect; on the % scale 0 is the no-effect control and ±100 the full control effect
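Purified human 12hLO at 150 nM in 25 mM Hepes, 0.01% Triton X-100, pH 7.0, preincubated 15 min at room temperature with compound. Reaction started with 40 uM arachidonic acid, 30 min at room temperature. Hydroperoxide measured by Fe-xylenol orange, 573/405 nm absorbance ratio.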
GRP78 ERSR act: ER stress response induction in glioma. Potency, µM, inactives show at the top dose activation, hits mostly activators. actives 0.02% (n = 420,000). AID 602332. U87-MG GRP78 promoter luciferase reporter, 16 h; further: potency means the concentration at half of the fitted maximal effect; series mostly up to about 76 µM; % of control where 0% means no effect; nearly all actives have a fitted effect of over 35% in size
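ERSR induction read as luciferase luminescence (Bright-Glo, 10 min at room temperature) in stably transfected human U87-MG glioma cells exposed to compounds for 16 h, using GRP78 as sensor.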
Active calls of the source: *; ? = inconclusive; . = no result given; [ ] = remark or other dose. Unless noted, the call rests on the fitted dose curve; in most records, active means well fitted curve in the direction sought with a large enough effect; inconclusive means small, poorly fitted or top-dose-only effect, or another doubt; inactive means no such curve, though single readings can be large; an effect the other way counts as inactive or inconclusive. The list is partial. The share of hits here may be higher or lower than overall.

SMILES	RGS4 inhibitor	LDHA inh	Vif-A3F inh	D2 antag	Vif-APOBEC3G blk	D2 ag	ERG Ets-DNA blk	ALOX12 inh	GRP78 ERSR act
Cc1ccc(C(=O)COC(=O)CNC(=O)C(c2ccccc2)c2ccccc2)cc1[N+](=O)[O-]	3%	-2	-5%	-8	0%	0.4	-6%	-5%	-4%
O=C(c1ccc(N2CCCC2)c([N+](=O)[O-])c1)N1CCN(S(=O)(=O)c2ccc(Cl)cc2)CC1	23%	-1	2%	6	-2%	0.4	-2%	-6%	-2%
CNc1nnc(CSc2nc(C)cc(C)n2)s1	9%	0	-1%	24	3%	-0.7	-3%	-22%	-2%
COCCN(C(=S)Nc1ccccc1C)C(C)c1cccnc1 (centres undefined)	-3%	-6	6%	.	2%	.	-2%	-14%	-2%
CCOc1ccccc1NC(=O)N1CCCn2nc(C)cc21	-16%	-2	-4%	.	-1%	0.1	-2%	-9%	-1%
COC(=O)c1cc2ccsc2n1Cc1nc(-c2ccc(Cl)cc2)oc1C	-11%	-2	-2%	-3	-3%	-0.7	-2%	35%[activator][57.4 µM]	-1%
COc1cc([C@@H]2CC=C(C(=O)O)[C@H](c3ccc(C)cc3)N2S(=O)(=O)c2ccc(C)cc2)cc(OC)c1OC	-14%	1	-1%	.	-1%	.	-23%	-2%	-4%
Cc1nn(C(C)C(=O)NC2CCC(C)CC2)c(=O)c2nn(-c3ccccc3)c(C)c12 (centres undefined)	22%	-2	-5%	-7	2%	0.1	13%	7%	10%
Cc1ccc(C(=O)COC(=O)CCC(=O)Nc2ccc(Oc3cc(C)ccc3C(C)C)cc2)cc1	10%	-5	0%	.	2%	-0.5	-3%	4%	-4%
Cc1ccc(S(=O)(=O)c2ccc(Cl)cc2)cc1S(=O)(=O)NC(C(=O)O)C(C)C (centres undefined)	-3%	-9	3%	-17	0%	-0.1	-7%	-15%	-3%
O=C1NC(=O)N(C2CCCCC2)CC1Br (centres undefined)	23%	-10	3%	.	-1%	.	1%	-5%	-4%
CCc1ccc(C(=O)Nc2cc(C)ccc2F)s1	7%	1	17%	3	2%	-1.0	0%	-11%	4%
O=C(CN1C(=O)NC2(CCCC2)C1=O)OCCOc1ccccc1	26%	-11	-6%	9	-1%	0.5	-2%	?	8%
Cc1coc2c(C)c3oc(=O)c(CC(=O)N4CCCCC4)c(C)c3cc12	-6%	-12	0%	.	-2%	-0.3	-1%	-1%	-1%
CCOC(=O)C(=O)N1CCN(c2ccccc2OC)CC1	-13%	-4	7%	28	0%	-2.1	-9%	-1%	-2%
O=C1COc2ccc(-c3csc(NCC4CCCO4)n3)cc2N1 (centres undefined)	-40%	-3	-4%	-6	1%	-0.6	-9%	45µM*	4%
O=C(O)CCC(=O)Nc1ccc2c(c1)oc1ccccc12	-11%	-4	0%	6	-1%	-0.6	-7%	4%	-5%
c1cc(-c2nnn(CCOCCn3nnc(-c4ccncc4)n3)n2)ccn1	5%	-2	-3%	1	2%	0.5	6%	0%	-5%
CCS(=O)(=O)N1CCC(C(=O)N2CCN(c3ccccc3)CC2)CC1	-8%	-1	4%	-3	1%	4.4	1%	-5%	-3%
CC1CCc2sc(C(=O)N/N=C/C3CCCCC3)cc2C1 (centres undefined)	0%	2	-18%	0	-7%	-0.4	15%	?	-1%
CCOc1ccc(CNCc2c(C(=O)O)n(Cc3ccc(OC)cc3)c3ccccc23)cc1	23%	-4	-5%	.	-1%	-0.1	2%	-23%	-4%
CC(NCC(=O)Nc1ccccc1C(=O)NC1CC1)c1ccco1 (centres undefined)	-3%	-6	?	-21	1%	0.5	4%	-20%	-2%
CCC(C)c1ccc(C2C3=C(Nc4nc(N)[nH]c(=O)c42)c2ccccc2C3=O)cc1 (centres undefined)	0%	-13	?	-2	-20%	-1.2	13%	?	?
FC(F)(F)c1ccc(Oc2ccc3c(C(F)(F)F)cc(C(F)(F)F)nc3n2)cc1	25%	-4	-8%	-4	1%	0.7	-8%	4%	-2%
CCS(=O)(=O)Nc1cccc(C2=NN(S(C)(=O)=O)C(c3cccs3)C2)c1 (centres undefined)	0%	0	?	4	?	0.2	4%	-29%	13%
CCn1cc(CN2CCC(C(=O)Nc3ccc(Oc4ccccc4)nc3)CC2)cn1	-22%	-4	4%	9	1%	-0.6	-3%	?	-2%
Cc1[nH]c(=O)[nH]c(=O)c1CSc1nnc([C@@H](NC(=O)OC(C)(C)C)C(C)C)o1	13%	-5	-9%	-2	-5%	0.1	1%	-6%	-2%
Cc1c(Cl)cccc1NC(=O)NCc1ccc(C)n1C	-8%	2	-15%	16	0%	0.0	-2%	?	-5%
Cc1ccc(/C=C/c2nc3ccccc3n2S(=O)(=O)c2ccc(Br)cc2)cc1	15%	0	-3%	.	-1%	0.3	-8%	-30%	-6%
CO[C@H]1[C@@H]2C=CO[C@@H](O[C@H]3O[C@@H](CO)[C@H](O)[C@@H](O)[C@@H]3O)[C@@H]2[C@@]2(CO)O[C@@H]12	3%	-3	1%	.	4%	.	0%	?	-3%
O=C(Cc1ccc(Cl)c(Cl)c1)NC1CCCCCC1	-3%	-9	-5%	16	-1%	-0.8	-8%	-16%	8%
Cc1ccc2oc3c(c(=O)c2c1)C(c1ccc([N+](=O)[O-])cc1)N(CCCN1CCOCC1)C3=O (centres undefined)	14%	-13	-19%	.	1%	1.2	6%	?	-3%
COC(=O)CCCCC1=CCC2C(=O)C=C(O)C2C1 (centres undefined)	.	-7	.	.	1%	.	.	-12%	4%
CCn1c(-c2nn(-c3ccc(C)cc3)ccc2=O)n[nH]c1=S	-16%[56.9 µM]	-3	-7%	-16	1%	1.5	-8%	-15%	-1%
O=C(Nc1ccc2c(c1)CN(Cc1ccccc1O)CC2)C1CCCO1 (centres undefined)	-4%	2	-3%	-7	0%	.	15%	2%	1%
CC(C)C[C@@H](CNCC(=O)[C@H](C)NC(=O)c1[nH]cnc1C(=O)N[C@@H](C)CN)NC(=O)c1nc[nH]c1C(=O)N[C@@H](C)C(=O)O	-20%	6	3%	.	0%	.	-4%	14%	0%
COc1cc(S(=O)(=O)Nc2cccc3cn[nH]c23)c(OC)cc1Cl	-19%[56.9 µM]	-13	-7%	-10	3%	-0.9	-2%	-27%	-1%
CC(=O)c1ccc(NC(=O)Nc2ccc(S(=O)(=O)N3CCCC3)cc2)cc1	17%	-7	3%	11	-6%	1.9	6%	-17%	-2%
CCOc1ccc(NC(=O)CSc2nnc(-c3ccoc3C)n2CC2CCCO2)cc1 (centres undefined)	-10%	-4	5%	-14	2%	0.0	0%	-1%	-2%
COc1ccc(S(=O)(=O)NCc2ccco2)cc1-c1nnc2c3ccccc3c(C)nn12	-4%	3	-3%	3	-14%	0.5	6%	-8%	-3%
CCOc1ccc2[nH]cc(S(=O)(=O)c3ccc(F)cc3)c(=O)c2c1	7%	0	-1%	-4	5%	1.0	-11%	-1%	0%
Cc1cc(C)c2c(=O)c3c(oc2c1)C(=O)N(CCCOC(C)C)C3c1ccccc1F (centres undefined)	3%	-6	.	.	.	-0.9	-11%	?	.
O=[N+]([O-])c1ccc(N2CCOCC2)cc1NCc1ccccc1	-31%	-1	5%	19	-9%	-0.1	-3%	74%	-7%
COc1cccc(N2CCN(C(=O)c3cc(-c4ccc(F)cc4)[nH]c3C)CC2)c1	-16%	0	7%	-44	-8%	-1.0	-25%	1%	-4%
COc1ccc(F)cc1-c1cc(NC(C)=O)c2ncc(-c3cccc(C(F)(F)F)c3)n2c1	.	2	.	.	-10%	.	.	?	-5%
Cc1ccc2c(c1)N(CCC(=O)NCCCN1CCCC1)C(=O)CO2	3%	-1	0%	-3	-1%	0.3	?	13%	?
CCOc1ccc2c(c1)NC(c1ccc(OCC)c(OCC)c1)=NC(c1ccc(F)cc1)=N2	53%	-2	2%	.	1%	-1.3	2%	-9%	1%
O=C(NNc1nc2ccc(F)cc2s1)c1cccc(F)c1	-23%	1	3%	41*	3%	5.0	10%	?	-4%
C=CCN1CCN(c2ccncc2S(=O)(=O)N2CCCCC2)CC1	26%	-7	-1%	4	-3%	-0.6	-8%	0%	-4%
CCOC(=O)c1ccc(N/C=C2/CCCC(C)C2=O)cc1 (centres undefined)	0%	-2	-9%	4	-7%	0.6	-6%	0%	-5%
Cc1ccc(C)c(N2CCN(Cc3csc(C)c3)CC2)c1	10%	-4	-16%	.	3%	1.3	8%	-15%	-1%
Cn1c2ccccc2c(=O)c2c(O)cccc21	11%	-10	24%	6	1%	-0.1	-14%	12%	-3%
COc1ccc(CCNC(=O)COC(=O)Cn2cnc3c2c(=O)n(C)c(=O)n3C)cc1	10%	-1	1%	-1	-4%	0.3	6%	0%	-4%
O=[N+]([O-])c1ccc(Sc2cccc3cccnc23)c2cccnc12	-14%[56.9 µM]	3	0%	1	-1%	-0.4	-3%	-10%	-1%

Part of the list above with just LDHA inh, ALOX12 inh and D2 antag:
| compound | LDHA inh | ALOX12 inh | D2 antag |
| --- | --- | --- | --- |
| Cc1cc(C)c2c(=O)c3c(oc2c1)C(=O)N(CCCOC(C)C)C3c1ccccc1F (centres undefined) | -6 | ? | . |
| O=[N+]([O-])c1ccc(N2CCOCC2)cc1NCc1ccccc1 | -1 | 74% | 19 |
